Screening data (PubChem BioAssay)
PMI inhibition – human PMI inhibitors, high substrate, primary screen, biochemical, fluorescence intensity, high mannose 6-phosphate (AID 1220); recombinant PMI enzyme, coupled fluorescence intensity; higher % means a stronger effect; inhibition, % at 20 µM, or IC50 in µM where a hit was titrated; 190,000 tested, 0.66% active
AID2073 – disruptors of CaV2.2 binding to Mint1 – biochemical, HTRF (AID 2073); 290,000 tested, 0.19% active; inhibition, % at 20 µM, or IC50 in µM where a hit was titrated; HTRF protein-protein interaction, Mint1-CaV2.2; higher % means a stronger effect; in the data active = inhibition mostly above about 51%, no sharp cut-off; note: some results filed as inactive read as strong as hits
P. falciparum M17LAP – P. falciparum M17LAP inhibitors, primary screen, biochemical, fluorogenic H-Leu-NHMec substrate, 1536-well (AID 1619); recombinant M17LAP, H-Leu-NHMec fluorogenic kinetic assay; higher % means a stronger effect; one-dose inhibition, % at 30 µM; IC50 in µM for titrated hits; 220,000 tested, 0.38% active;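 active = compound inhibiting the enzyme by more than half at any dose during confirmatory dose-response retesting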;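 note: plate controls were full reaction with DMSO carrier for no effect and no enzyme background for full effect; strong numbers were not always called active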
PMI inhibitors – inhibitors of human PMI, primary screen, biochemical, fluorescence intensity, coupled assay (AID 1209). purified PMI enzyme, coupled fluorescence intensity; higher % means a stronger effect. 190,000 tested, 0.42% active. one-dose inhibition, % at 20 µM; IC50 in µM for titrated hits;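 note: plate controls were DMSO vehicle for no effect and wells lacking substrate for full effect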
Dynein transport – blocks dynein driven cargo transport along microtubules | 3617.4 mouse cells, GR-EGFP nuclear translocation imaging; test concentration mostly 20 µM; stimulated with dexamethasone, 1 µM; stronger effect = lower value | z-score, hits read low | 220,000 tested, 0.47% active | AID 1381;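 active = plate z-score of nuclear minus cytoplasmic receptor signal below a set negative limit, without overly bright fluorescence or cell loss, cut at about -3.5 in these data, passing the limit was not always enough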;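 note: z-score of nuclear minus cytoplasmic ring GR-EGFP intensity difference per well; some compounds called inactive have numbers as strong as hits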
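medium = tetracycline-free induction medium containing charcoal-stripped FBS | probe or stimulus = dexamethasone, 1.0 µM final | timing = 48 h induction, then 1 h compound, then 30 min agonist, 37 °C | detection = automated 10x imaging of fixed Hoechst-stained cells | read-out basis = nuclear versus cytoplasmic GR-EGFP signal, averaged per well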
XIAP displacement – small molecules displacing peptide from XIAP – biochemical, IAP family, fluorescence polarization (AID 1018). XIAP BIR domain, fluorescence polarization peptide displacement; higher % means a stronger effect. one-dose displacement, % at 20 µM; IC50 in µM for titrated hits. 200,000 tested, 0.007% active; in the data active = displacement above about 50%; note: a part of the inactive calls stands beside numbers as strong as those of hits
SIAH1 antagonists – blockers of Siah-1 interaction with plectin peptide – biochemical, fluorescence polarization, rhodamine-plectin, uHTS, primary screen (AID 1817). Siah-1 / rhodamine-plectin peptide fluorescence polarization; higher % means a stronger effect. one-dose displacement, % at 20 µM; IC50 in µM for titrated hits. 290,000 tested, 0.02% active;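 active = displacement of at least 50% at 20 µM, with a fluorescence ratio check between 0.3 and a set limit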;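 note: plate controls were Siah plus tracer with DMSO for no effect and tracer alone without Siah for full effect; strong numbers were not always called active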
M1AAP inhibition – malaria alanyl aminopeptidase activity blockers – biochemical, fluorogenic H-Leu-NHMec substrate, 1536-well (AID 1445); 220,000 tested, 0.42% active; inhibition, % at 30 µM; hits with a dose series show IC50 in µM; recombinant M1AAP, H-Leu-NHMec fluorogenic kinetic assay; higher % means a stronger effect;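 active = primary inhibition above the hit cutoff, then over 50% inhibition at one or more dose response concentrations, cut at about 23% in these data, passing the limit was not always enough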;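 note: plate controls were DMSO full reaction for no effect and no enzyme background for full effect; strong numbers were not always called active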
LYP phosphatase – inhibitors of LYP phosphatase, biochemical, fluorescence intensity, uHTS (AID 1779). recombinant LYP phosphatase, fluorescence intensity; higher % means a stronger effect. inhibition, % at 11.5 µM; hits with a dose series show IC50 in µM. 290,000 tested, 0.054% active;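 note: plate controls were vehicle with enzyme for no effect and no enzyme for full effect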
Dynein transport cytoplasmic EGFP – further read-out of Dynein transport, marked with its call; z-score; measured here: cytoplasmic GR-EGFP intensity; stronger effect = higher value
Dynein transport nuclear GR-EGFP – recorded beside Dynein transport, whose call it bears; z-score; measured here: nuclear GR-EGFP intensity;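 lower value marks the stronger effect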
Dynein transport cell count – recorded beside Dynein transport, whose call it bears; z-score; measured here: cell count per field
Numbers without * were called inactive; x = not tested or not shown. Cut-off read from the data, not from the text of the source, unless noted: active = inhibition above about 50%; inactive = the rest. The list is partial (hit frequency here may not be typical).

SMILES	PMI inhibition	AID2073	P. falciparum M17LAP	PMI inhibitors	Dynein transport	Dynein transport cytoplasmic EGFP	Dynein transport nuclear GR-EGFP	Dynein transport cell count	XIAP displacement	SIAH1 antagonists	M1AAP inhibition	LYP phosphatase
O=C(COc1ccccc1)N1CCN(CCN2C(=O)c3cccc4cccc(c34)C2=O)CC1	-14%	-2%	-8%	-8%	0.17	-0.28	0.89	-0.39	-2.9%	3%	5%	-2%
CC1N(O)C2CCCCCC2N1O (stereo unspecified)	-45%	2%	12%	-19%	0.12	-0.24	-0.14	0.61	-3.5%	2%	3%	-7%
COc1ccc(N2C(=O)NC(=O)/C(=C/c3cccc(OC(=O)c4cccs4)c3)C2=O)cc1Cl	-27%	34%	-7%	-17%	-0.89	-0.26	-0.29	2	3.7%	12%	11%	4%
CCCCn1c(=O)c(C(=O)Nc2ccsc2C(=O)OC)c(O)c2ccccc21	-11%	6%	-16%	-1%	-0.53	-0.26	-0.38	-0.61	-6.7%	8%	2%	-4%
CC(=NCCC1=CCCCC1)c1c(O)[nH]c(=O)[nH]c1=O	16%	13%	-4%	2%	-0.16	-0.23	0.13	0.44	-0.5%	-2%	3%	-9%
CCC(C)N1C(=O)NC(=O)C2(Cc3cc(C)ccc3N(C)C2)C1=O (stereo unspecified)	-86%	3%	4%	-65%	-0.62	-0.2	0.23	0.57	-2.3%	0%	5%	1%
COc1cccc(/C=C2\N=C(c3cncc(Br)c3)OC2=O)c1	8%	19%	1%	14%	1.1	0.51	0.81	0.54	-10%	1%	-4%	-4%
CCOc1ccccc1NC(=O)N1CCC2(CC1)OCCO2	10%	10%	1%	18%	-0.43	-0.16	-0.41	-0.13	-0.5%	8%	-4%	-2%
Cn1c(O)c(C(c2ccccn2)c2c(O)n(C)c(=S)n(C)c2=O)c(=O)n(C)c1=S	-82%	-16%	18%	-22%	-0.19	-0.19	0.38	0.0016	-1.0%	7%	4%	-5%
CCn1c(P(C)(=O)O)nc2ccccc21	0%	9%	8%	3%	0.05	-0.19	0.06	-0.099	0.2%	6%	1%	-3%
Fc1c(F)c(F)c(N2CCNCC2)c(F)c1F	-8%	-6%	2%	-18%	-0.85	-0.27	-0.09	0.26	-6.0%	-9%	2%	-5%
Cc1cccc(-n2c(O)c(/C=N/NC(=O)c3ccncc3)c(=O)[nH]c2=O)c1	x	11%	x	x	0.067	0.033	0.61	-0.47	x	2%	x	6%
Cc1ccc2nc(-c3ccncc3)cc(C(=O)N3CCC4(CC3)OCCO4)c2c1	14%	-6%	8%	8%	0.58	-0.15	0.14	-0.15	1.6%	-3%	7%	-2%
CCN(CC)c1ccc(CN2CC=C(c3ccc(F)cc3)CC2)cc1	-6%	12%	9%	-4%	-1.2	-0.19	-0.85	0.32	-3.1%	-3%	12%	-3%
CC(C)(C)c1ccc(OC(=O)N2CCCCC2)cc1	13%	-7%	1%	7%	-0.75	-0.32	0.025	0.67	-4.6%	-4%	1%	6%
CCC(C)N1C(=O)/C(=C\c2cc3c4c(c2)CCCN4CCC3)C(=O)NC1=S (stereo unspecified)	-65%	3%	12%	-22%	-0.69	0.32	0.52	0.22	-3.9%	-5%	8%	8%
O=C(O)c1[nH]c(=O)[nH]c(=O)c1F	x	5%	8%	x	-0.0012	-0.25	-0.074	-0.59	x	1%	10%	-2%
CC(C)CN(CC(C)C)c1ccc(C=C2C(=O)NC(=S)NC2=O)cc1[N+](=O)[O-]	-90%	-12%	-2%	-22%	-0.6	-0.15	-0.69	0.031	-0.9%	-1%	23%	2%
C/C(=N\N1CCN(C)CC1)c1c(O)[nH]c(=O)[nH]c1=O	-12%	-17%	6%	-12%	-0.42	-0.31	-0.39	0.52	-9.9%	2%	10%	-1%
CSc1ccccc1C(=O)C1CCCN(Cc2ccn[nH]2)C1 (stereo unspecified)	3%	10%	2%	8%	-0.69	-0.2	-0.43	-0.93	-4.1%	3%	-2%	-8%

Two compounds picked at random from the list so far:
SMILES	PMI inhibition	AID2073	P. falciparum M17LAP	PMI inhibitors	Dynein transport	Dynein transport cytoplasmic EGFP	Dynein transport nuclear GR-EGFP	Dynein transport cell count	XIAP displacement	SIAH1 antagonists	M1AAP inhibition	LYP phosphatase
O=C(O)c1[nH]c(=O)[nH]c(=O)c1F	x	5%	8%	x	-0.0012	-0.25	-0.074	-0.59	x	1%	10%	-2%
CC(C)(C)c1ccc(OC(=O)N2CCCCC2)cc1	13%	-7%	1%	7%	-0.75	-0.32	0.025	0.67	-4.6%	-4%	1%	6%

Ordered by molecular weight (largest number first): part of the list above
SMILES	PMI inhibition	AID2073	P. falciparum M17LAP	PMI inhibitors	Dynein transport	Dynein transport cytoplasmic EGFP	Dynein transport nuclear GR-EGFP	Dynein transport cell count	XIAP displacement	SIAH1 antagonists	M1AAP inhibition	LYP phosphatase
CC(=NCCC1=CCCCC1)c1c(O)[nH]c(=O)[nH]c1=O	16%	13%	-4%	2%	-0.16	-0.23	0.13	0.44	-0.5%	-2%	3%	-9%
C/C(=N\N1CCN(C)CC1)c1c(O)[nH]c(=O)[nH]c1=O	-12%	-17%	6%	-12%	-0.42	-0.31	-0.39	0.52	-9.9%	2%	10%	-1%
CC1N(O)C2CCCCCC2N1O (stereo unspecified)	-45%	2%	12%	-19%	0.12	-0.24	-0.14	0.61	-3.5%	2%	3%	-7%

Other records
SMILES	PMI inhibition	AID2073	P. falciparum M17LAP	PMI inhibitors	Dynein transport	Dynein transport cytoplasmic EGFP	Dynein transport nuclear GR-EGFP	Dynein transport cell count	XIAP displacement	SIAH1 antagonists	M1AAP inhibition	LYP phosphatase
O=C(N/N=C/c1c(O)n(-c2ccccc2)c(=S)[nH]c1=O)c1ccccc1	x	-8%	24%	x	0.94	-0.14	0.97	-2	x	1%	12%	-3%
COc1ccccc1OCC(=O)Nc1ccc(Cl)cc1C(=O)c1ccccc1	14%	20%	-16%	17%	2.2	-0.0053	0.9	-2.7	-13%	12%	0%	7%
CCOCCCNC(=O)C1c2cc(OC)c(OC)cc2C(=O)N2CCCCC12 (stereo unspecified)	-1%	-1%	-4%	10%	0.21	0.12	1.2	-0.26	-3.7%	-2%	5%	0%
CCn1cc(C(=O)N2CCCCC2)c2ccccc21	12%	-7%	-2%	12%	0.061	-0.27	0.35	-0.28	-5.5%	4%	-1%	-5%
COc1cc2c(cc1OC)C13CCN4CC5=CCOC6CC(=O)N2C1C6C5CC43 (stereo unspecified) (tested in a mixture with another compound)	x	4%	2%	x	0.59	-0.19	0.25	-0.15	x	5%	0%	-6%
Cc1cc(/C=C2/C(=O)NC(=O)N(Cc3ccco3)C2=O)c(C)n1-c1ccccc1O	x	10%	0%	x	-0.18	-0.26	0.32	0.31	x	-3%	13%	0%
CC(=O)c1c(O)n(-c2cccc(Cl)c2)c(=O)[nH]c1=O (tested in a mixture with another compound)	x	-14%	6%	x	-0.03	-0.24	0.4	0.039	x	2%	1%	-6%
CCCc1nnc(NC(=O)CCC(=O)N2CCN(CCOC(c3ccccc3)c3ccccc3)CC2)s1	-3%	-13%	0%	8%	0.38	-0.024	0.44	-1.4	-5.0%	8%	0%	-10%
O=C(NCc1cccnc1)NC1CCCCC1	8%	-3%	5%	16%	0.42	-0.052	0.49	0.17	-4.4%	2%	0%	0%
CNC(=O)Oc1ccc2c(c1)C(=O)c1ccccc1CO2	6%	1%	11%	15%	-0.76	1.2	-0.0046	0.34	-12%	-2%	4%	-8%
CCCc1nnc(NC(=O)CCC(=O)N2CCC3(CC2)OCCO3)s1	x	2%	-4%	x	-0.026	-0.28	-0.12	0.22	x	-1%	-3%	-4%
N#CCCn1cc(C(=O)Nc2ccc([N+](=O)[O-])cc2)c(-c2ccc3c(c2)OCCO3)n1	13%	-3%	12%	18%	-0.28	-0.29	-0.17	0.55	-7.1%	-7%	10%	-5%
Cc1cccc(OCCn2cccc2/C=C2/C(=O)NC(=O)N(Cc3ccco3)C2=O)c1	x	28%	16%	x	-0.35	-0.28	-0.41	0.44	x	0%	19%	2%
NCCCCCC(=O)OC1N=C(c2ccccc2Cl)c2cc(Br)ccc2NC1=O (stereo unspecified)	0%	-13%	4%	-1%	-0.62	-0.3	-0.27	1.3	-11%	1%	21%	-7%
CC12CN3CN(C1)CC(c1ccccc1)(C3)C2=O	15%	-10%	-17%	6%	0.27	-0.23	-0.03	1.4	-6.7%	4%	-3%	-8%
CN(C)C(=O)Oc1cccc(NC(=O)c2ccccc2C(F)(F)F)c1	x	-5%	-4%	x	0.59	-0.19	0.15	-0.35	x	1%	1%	-7%
Cc1ncc(CN2CCCC(C(=O)c3ccc(C(C)(C)C)cc3)C2)s1 (stereo unspecified)	6%	9%	-11%	10%	2.7	0.018	2.1	-2.5	-2.3%	2%	-7%	-6%
O=C1NC(=O)N(Cc2ccccc2)C(=O)/C1=C/c1cnn(-c2ccccc2)c1	-12%	15µM*	11%	-18%	-0.59	-0.34	-0.25	0.94	-9.5%	36%	10%	11%
CCOC(=O)C1=C(C)OC(N)=C(C(=O)OCC)C12C(=O)Nc1ccc(Br)cc12 (stereo unspecified)	11%	-4%	4%	9%	0.4	-0.28	0.25	-0.33	-3.9%	1%	4%	-3%
Cc1ccc(CN2CCN(Cc3ccccc3F)CC2)cc1	0%	7%	14%	-2%	-0.67	-0.29	-0.19	0.36	-4.3%	8%	-4%	0%
CC(C)(C)c1ccc(O)c(CN2CCN(c3ccccc3)CC2)c1	0%	15%	-6%	2%	-0.094	-0.26	0.31	-0.51	-5.5%	-2%	0%	-6%
O=c1[nH]c(=O)n(CCC2=CCCCC2)c(O)c1C=NCCN1CCNCC1	5%	32%	-2%	3%	-0.23	0.0015	0.27	-0.69	-7.9%	-1%	4%	0%
CCCCn1c(O)c(C(C)=NC(Cc2c[nH]c3ccccc23)C(=O)OC)c(=O)[nH]c1=O (stereo unspecified)	18%	19%	0%	15%	-0.25	-0.24	-0.75	0.14	-3.2%	3%	6%	-4%
CCCCOc1ccc(CN2CCN(CCO)CC2)cc1	-4%	5%	1%	0%	-0.041	0.21	0.73	-1.7	-8.5%	1%	0%	-4%

Taken from above:
Dynein transport cytoplasmic EGFP, `CC(C)CN(CC(C)C)c1ccc(C=C2C(=O)NC(=S)NC2=O)cc1[N+](=O)[O-]` → -0.15
SIAH1 antagonists, `CC12CN3CN(C1)CC(c1ccccc1)(C3)C2=O` → 4%
PMI inhibitors, `N#CCCn1cc(C(=O)Nc2ccc([N+](=O)[O-])cc2)c(-c2ccc3c(c2)OCCO3)n1` → 18%
